Compound activity: PubChem BioAssay, National Center for Advancing Translational Sciences (NCATS)
WRN inhibitor: blocks human WRN helicase; WRN helicase unwinding, fluorescent forked duplex, kinetic; 360,000 compounds, 0.46% hits; Q14191; Potency, µM (series often up to 114 µM), without a hit: top-dose activity change, negative = inhibition, actives largely listed as inhibitors; AID 651768; note: potency is the fitted concentration of half-maximal effect; % is set by controls: 0 for no effect and ±100 for the full control effect; nearly all actives have a fitted effect of over 55% in size
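Kinetic red-fluorescence monitoring (525/598 nm) tracks WRN helicase activity after 100 nM fluorophore-quencher forked duplex and 2 mM ATP are added to 20 nM enzyme pretreated 15 min at room temperature with compound.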
EPAC2 agonist: agonists of human EPAC2 (RAPGEF4) | EPAC2 activation, biochemical qHTS; response scale: 100% = 6.5 mM cAMP response | Potency, µM (top dose mostly 154 µM), without a hit: at the highest dose activation, most hits filed as activators | 360,000 compounds, 0.079% hits | AID 720711; note: potency is the fitted concentration of half-maximal effect; nearly all actives have a fitted effect of over 50% in size
Target sequence (Q8WZA2 whole entry, looked up): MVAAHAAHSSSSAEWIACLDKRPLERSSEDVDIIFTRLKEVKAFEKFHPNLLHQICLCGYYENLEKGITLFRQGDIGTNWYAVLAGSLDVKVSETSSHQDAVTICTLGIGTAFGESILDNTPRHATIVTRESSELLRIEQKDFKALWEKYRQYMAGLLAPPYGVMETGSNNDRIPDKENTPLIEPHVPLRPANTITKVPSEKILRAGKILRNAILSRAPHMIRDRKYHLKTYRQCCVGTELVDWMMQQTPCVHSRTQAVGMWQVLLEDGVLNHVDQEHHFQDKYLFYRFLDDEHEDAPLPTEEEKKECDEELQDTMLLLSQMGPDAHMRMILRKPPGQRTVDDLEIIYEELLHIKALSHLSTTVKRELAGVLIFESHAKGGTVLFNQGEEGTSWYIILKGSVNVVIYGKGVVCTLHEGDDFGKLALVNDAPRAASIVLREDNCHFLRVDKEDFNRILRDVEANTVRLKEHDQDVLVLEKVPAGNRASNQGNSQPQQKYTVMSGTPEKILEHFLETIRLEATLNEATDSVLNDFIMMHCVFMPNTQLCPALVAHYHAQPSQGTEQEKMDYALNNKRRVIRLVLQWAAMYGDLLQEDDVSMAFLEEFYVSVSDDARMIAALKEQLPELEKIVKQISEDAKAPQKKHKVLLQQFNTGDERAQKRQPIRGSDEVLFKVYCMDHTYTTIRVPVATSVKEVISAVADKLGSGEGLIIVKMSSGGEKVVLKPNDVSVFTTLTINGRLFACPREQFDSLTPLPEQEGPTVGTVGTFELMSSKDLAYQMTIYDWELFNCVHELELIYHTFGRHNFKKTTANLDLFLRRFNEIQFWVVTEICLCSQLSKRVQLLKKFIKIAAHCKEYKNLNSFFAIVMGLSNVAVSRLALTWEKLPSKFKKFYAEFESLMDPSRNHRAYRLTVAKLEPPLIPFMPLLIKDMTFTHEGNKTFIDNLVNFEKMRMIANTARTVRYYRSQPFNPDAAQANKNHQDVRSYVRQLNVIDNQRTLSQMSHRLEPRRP
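Fluorescence exchange assay: 100 nM EPAC2 with 250 nM RAP1B-BODIPY-GDP and 50 uM GDP; compounds tested as a concentration-titration series (qHTS). Loss of Rap1-bound BODIPY-GDP fluorescence read at 480/540 nm; data normalized to 6.5 mM cAMP.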
PI5P4K alpha inh: PI5P4K alpha (human) kinase inhibition | P48426 | 330,000 compounds, 1.2% hits | max response, % | PI5P4Kalpha enzyme, ADP-Glo luminescence, 60 min; hits give low values; active = max response of -50% or lower; inconclusive = between -30% and -50%; inactive = -30% or higher; note: value at the top dose of about 77 µM; % is set by controls: 0 for no effect and ±100 for the full control effect
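Controls without substrate or without enzyme flank wells where PI5P4Kalpha converts substrate using 5 microM ATP (final). Incubation lasts 60 minutes at room temperature; ADP formed is read by ADP-Glo luminescence.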
PLK1 PBD block: blocks phosphopeptide binding to human PLK1 polo-box domain. P53350. Plk1 PBD binding of FITC phosphopeptide, fluorescence polarization. Potency, µM, inactives show max response, negative = inhibition, most hits filed as inhibitors. 360,000 compounds, 2.8% hits; note: potency is the fitted concentration of half-maximal effect; series mostly up to about 57 µM; % is set by controls: 0 for no effect and ±100 for the full control effect; nearly all actives have a fitted effect of over 65% in size
IL2 activator: IL-2 activation; activation, % (series mostly up to about 46 µM); 360,000 compounds, 0.065% hits; IL-2 activation reporter assay, cell-based qHTS; stimulated with anti-CD3/CD4/CD28 beads; in transgenic mouse T cells; in the data active = activation above about 50%; inconclusive = mostly about 30% to 49%; note: 0% is about no effect
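Quantitative HTS in unstimulated transgenic mouse T cells, with memory T cells as non-tolerant control and PMA/ionomycin as tolerance-bypass control. Compound pretreatment lasted 60 minutes before 18 h bead stimulation; EGFP/DsRed fluorescence read.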
CCT modulator: modulators of cytosolic chaperonin (CCT/TRiC) activity; purified chaperonin ATPase assay, HTRF ADP detection, 30 min; activity change, % (concentration not given with the values), hits read low; 360,000 compounds, 0.3% hits; AID 651819; in the data active = activity change below about -30%; note: % is set by controls: 0 for no effect and ±100 for the full control effect
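We incubate TRiC, 40 or 20 nM final, with library compounds at 76 uM and 10 uM ATP for 30 min at 37 °C. ADP formed is detected with Transcreener HTRF reagents after 30 min at room temperature.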
EPAC1 agonist: activates human EPAC1 exchange factor. Potency, µM (series often up to 154 µM), for the others: at the top dose activation, most hits filed as activators. O95398. 360,000 compounds, 0.073% hits. EPAC1 agonist qHTS, biochemical assay; response scale: 100% = response to 6.5 mM cAMP. AID 720707; note: potency is the fitted concentration of half-maximal effect; nearly all actives have a fitted effect of over 60% in size
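Fluorescent GDP-exchange assay: 100 nM EPAC1 with 250 nM Rap1B preloaded with BODIPY-GDP and 50 uM GDP; compounds tested as concentration series, 5 min at room temperature, then read every 5 min for 30 min (ex 480/em 540 nm); normalized to 6.5 mM cAMP.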
EPAC1 antag: EPAC1 (human) antagonism; O95398; EPAC1 GEF assay, Rap1b-BODIPY-GDP exchange fluorescence; Potency, µM (series often up to 115 µM), for inactives: top-dose activity change, negative = inhibition, most hits filed as inhibitors; 360,000 compounds, 0.14% hits; AID 720709;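 note: potency is the fitted concentration of half-maximal effect; plate controls were vehicle for no effect and positive control for full effect; nearly all actives have a fitted effect of over 50% in size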
Starred values were filed as active, the others as inactive; ? = inconclusive; . = no result given; [ ] = another dose, or the depositor's remark. Unless noted, calls come from the whole dose curve; as a rule, active = well fitted curve in the direction sought with a large enough effect; inconclusive = small, poorly fitted or top-dose-only effect, or another doubt; inactive = no such curve, though single readings can be large; an effect the other way counts as inactive or inconclusive. Not all compounds are listed; the hit share may differ from the screen's.

Screens in order – WRN inhibitor, EPAC2 agonist, PI5P4K alpha inh, PLK1 PBD block, IL2 activator, CCT modulator, EPAC1 agonist, EPAC1 antag
CCc1ccc(NC(=O)c2ccc(-n3cncn3)c([N+](=O)[O-])c2)cc1
    -2%, 8%, 9, 1%, -2.1, 0.4, -1%, 2%
Cc1ccc(-n2c(SCC(=O)Nc3ccc4c(c3)OCCO4)nnc2-c2ccco2)cc1
    1%, -4%, -1, -4%, -0.2, -3.8, 12%, -3%
COc1cc(/C=N/NC(=O)NC2CCCCC2)cc(OC)c1O
    -8%, 6%, -9, -20%, -3.9, -0.3, 0%, 10%
CCCc1nc2c(c(=O)c3ccccc3n2C)c(=O)n1C1CCCCCC1
    -17%, -2%, -13, -6%, 0.1, -0.5, -2%, 6%
COc1ccccc1N1CCN(CC(O)COc2ccc3c(c2)OCO3)CC1 (stereo unspecified)
    4%, 5%, -10, -14%, -2.3, -4.8, 5%, -7%
O=C1c2ccc(Cl)cc2S(=O)(=O)c2cccc(C(=O)N3CCN(c4ncc(Br)cn4)CC3)c21
    -7%, -2%, -6, -10%, -5.0, -2.0, -4%, 3%
COc1ccc(N(CC(=O)NCc2cccs2)S(=O)(=O)c2ccc(C(C)=O)cc2)cc1
    0%, -4%, 6, -2%, 0.2, 2.3, 10%, 3%
CCCOc1ccc(C(=O)NC(=S)Nc2nc(C)c(C(=O)N(C)C)s2)cc1
    -1%, 4%, ., -7%, -0.4, -11, 9%, -5%
CSc1ccc(C(=O)NCC(=O)O)cc1[N+](=O)[O-]
    3%, 2%, -1, 27µM*, -1.0, -1.3, 2%, 11%
COCCN1C=C(C(=O)OC)C(c2ccccc2Cl)C(C(=O)OC)=C1
    -1%, 9%, 3, -4%, 1.2, -3.5, 1%, 0%
COc1ccc(-c2noc(CCC(=O)N3CCN(c4cccc(F)c4)CC3)n2)cc1
    2%, -1%, 7, -11%, 0.1, -1.7, -4%, -10%
COc1ccc(C23CC4CC(CC(C(=O)O)(C4)C2)C3)c(F)c1
    5%[57.1 µM], 4%, -1, -19%, 5.0, -0.8, 9%, 22%
O=C(CN1CCN(C(=O)CNC(=O)c2ccc3c(c2)OCO3)CC1)Nc1cccc(F)c1
    -3%, 2%, 2, -13%, -0.8, 1.1, 6%, -14%
CC(=O)N1CN(C2CC(C)(C)NC(C)(C)C2)Cc2c1sc1c2CCCC1
    0%, 8%, -2, 2%, -0.3, -3.4, 1%, 11%
O=C(CN1CCN(S(=O)(=O)c2ccc3ccccc3c2)CC1)N1CCc2ccccc2C1
    -8%, 6%, 5, 2%, 0.8, 0.5, 15%, -28%

Other structures.
Screens in order – WRN inhibitor, EPAC2 agonist, PI5P4K alpha inh, PLK1 PBD block, IL2 activator, CCT modulator, EPAC1 agonist, EPAC1 antag
O=C(Nc1ccccc1)c1ccc(C(=O)Nc2ccccc2)nc1
    1%, 18%, -13, 19µM*, -1.4, -1.1, 1%, 12%
CCN(CC(=O)N1CCOCC1)S(=O)(=O)c1cc(Cl)ccc1Cl
    -23%, -3%, 7, -10%, -2.2, -6.1, 13%, -9%
CCOc1ccc(N2C(=O)c3ccc(C(=O)OCc4c(C)noc4C)cc3C2=O)cc1
    -1%, -3%, -2, -3%, -3.2, 1.6, -15%, -5%
Cc1ccc(S(=O)(=O)N(C)[C@H]2C[C@H]3c4[nH]c5ccccc5c4CCN3C[C@H]2[C@H](C)O)cc1
    3%, 5%, 12, 2%, -0.2, 1.0, 10%, -4%
CCc1nc(Nc2ccc(OC)c(OC)c2)c2nnn(Cc3ccccc3Cl)c2n1
    0%, -20%[15.6 µM], 26, -3%, -0.5, -1.0, 0%, 0%
COc1ccccc1NS(=O)(=O)c1ccc(NC(=O)c2nc3nc(C)cc(C(F)F)n3n2)cc1
    9%, 0%, ., -1%, -1.3, 1.0, 3%, 5%
COc1ccccc1NS(=O)(=O)c1cc(C(=O)NC2CCN(Cc3ccccc3)CC2)ccc1C
    5%, 0%, -4, -7%, -0.5, -0.8, 6%, 9%
Cc1ccc(OCCC(=O)OCC(=O)NC(=O)NC2CCCCC2)cc1
    -4%, 10%, 19, -13%, -4.3, -3.5, 10%, -11%
CCN(CC)S(=O)(=O)c1cccc(C(=O)/C=C2/N(C)c3ccccc3C2(C)C)c1
    -13%, 4%, 3, -2%, -1.4, -9.7, -6%, -23%
C=CCn1cnc2c(nnn2-c2ccc(Cl)cc2)c1=O
    ?, 6%, -10, -20%, -0.4, -2.5, 6%, 1%
C[C@H](NC(=O)OC(C)(C)C)c1nnc(SCC(N)=O)o1
    6%, -1%, ., -8%, 0.5, -0.5, 3%, 7%
CN(C(=O)CSc1nnc(C(F)(F)F)n1N)C1CCS(=O)(=O)C1 (stereo unspecified)
    2%, 2%, 0, 5%, 0.2, -0.9, 16%, 11%
Cc1cccnc1C(NC(=O)C1CCN(Cc2ccc(Cl)c(Cl)c2)CC1)c1ccc(Cl)cc1 (stereo unspecified)
    -8%, 10%, 13, -6%, -1.1, -0.6, -2%, -10%
Cc1ccc2occ(-c3nn[nH]n3)c(=O)c2c1
    -5%, 15%, -9, ?, -0.8, -3.1, 10%, 5%
COc1ccc(OCC(O)CNS(=O)(=O)c2ccc(NC(C)=O)cc2)cc1 (stereo unspecified)
    -15%, 6%, -4, 2%, -0.5, 0.6, 5%, -12%

(listing goes on)
Screens in order – WRN inhibitor, EPAC2 agonist, PI5P4K alpha inh, PLK1 PBD block, IL2 activator, CCT modulator, EPAC1 agonist, EPAC1 antag
Cc1nc2c3c(sc2c(=O)[nH]1)NC(=O)CC3c1ccccc1Cl (stereo unspecified)
    0%, 16%, 0, -11%, 1.6, 0.4, 10%, -9%
CC(C)N(CCO)Cc1nc(C(c2ccccc2)c2ccccc2)no1
    -7%, 14%, -3, -9%, -0.3, -2.3, -4%, -18%
Cc1ncsc1C(=O)O
    1%, 8%, 4, ?, -0.2, 0.7, 13%, 12%
N#Cc1ccc(-c2ccc(OCC(O)Cn3nnc4ccccc43)cc2)cc1 (stereo unspecified)
    5%, 5%, 2, -9%, -2.9, 0.3, 14%, -7%
O=C(c1ccccc1F)N1CCN(CC2CC3C=CC2C3)CC1 (stereo unspecified)
    -3%, 10%, 1, -1%, -0.6, -1.8, 0%, -2%
O=C(CN1CCCCC1)N/N=C/c1cc2ccccc2nc1Cl
    0%[57.1 µM], 0%, 9, -14%, 1.2, -0.8, 6%, -16%
COc1ccccc1C(=O)N/C(=C\c1ccc(Br)cc1)C(=O)NCCC(=O)O
    10%, 5%, 5, -10%, 0.8, 0.8, 6%, 0%
N#C/C(=C/c1ccc(N2CCCCC2)o1)C(=O)NCCc1c[nH]c2ccccc12
    ?, 19%, 2, 10%, 21, -7.7, ?, -4%
Clc1ccc(OCc2nn[nH]n2)cc1
    2%, 1%, -1, -2%, -0.5, 0.1, -5%, -2%
CC(=O)C1=CCC(c2ccc(Cl)cc2)N(S(=O)(=O)c2ccccc2C)C1 (stereo unspecified)
    -10%, 12%, 5, -18%, -0.8, -0.6, 10%, -10%
CN1CCN(S(=O)(=O)c2ccc(N3CCc4ccccc4C3)nc2)CC1
    -21%, 14%, -69*, 7.5µM*, -0.9, -1.4, 7%, 12%
Cc1ccc(C(CC(=O)N2CCNCC2)c2ccccc2)c(O)c1C (stereo unspecified)
    -5%, 0%, 1, -6%, -0.6, -0.6, 2%, ?
O=c1c2c(nc3n1CCCCC3)sc1c(O)c(Br)ccc12
    -11%, 8%, ., -11%, -1.2, -3.9, 2%, ?
COc1cccc(C(=O)Nc2ccc(C3CC3(Cl)Cl)cc2)c1 (stereo unspecified)
    0%, 15%, -5, -8%, -3.2, 0.2, 10%, -13%
CCOC(=O)c1nn(-c2ccccc2C)c(=O)cc1OCC(=O)Nc1cccc(OC)c1
    -6%, 0%, 0, 2%, -1.1, 1.0, -7%, -2%

Another view of four compounds above.
Cc1ncsc1C(=O)O
  WRN inhibitor: 1%	EPAC2 agonist: 8%	PI5P4K alpha inh: 4	PLK1 PBD block: ?	IL2 activator: -0.2	CCT modulator: 0.7	EPAC1 agonist: 13%	EPAC1 antag: 12%
N#Cc1ccc(-c2ccc(OCC(O)Cn3nnc4ccccc43)cc2)cc1 (stereo unspecified)
  WRN inhibitor: 5%	EPAC2 agonist: 5%	PI5P4K alpha inh: 2	PLK1 PBD block: -9%	IL2 activator: -2.9	CCT modulator: 0.3	EPAC1 agonist: 14%	EPAC1 antag: -7%
O=C(c1ccccc1F)N1CCN(CC2CC3C=CC2C3)CC1 (stereo unspecified)
  WRN inhibitor: -3%	EPAC2 agonist: 10%	PI5P4K alpha inh: 1	PLK1 PBD block: -1%	IL2 activator: -0.6	CCT modulator: -1.8	EPAC1 agonist: 0%	EPAC1 antag: -2%
O=C(CN1CCCCC1)N/N=C/c1cc2ccccc2nc1Cl
  WRN inhibitor: 0%[57.1 µM]	EPAC2 agonist: 0%	PI5P4K alpha inh: 9	PLK1 PBD block: -14%	IL2 activator: 1.2	CCT modulator: -0.8	EPAC1 agonist: 6%	EPAC1 antag: -16%

The list continues:
Structure,WRN inhibitor,EPAC2 agonist,PI5P4K alpha inh,PLK1 PBD block,IL2 activator,CCT modulator,EPAC1 agonist,EPAC1 antag
Cc1ccc(S(=O)(=O)N2CC(C)N(C(=O)N3CCOCC3)C2C)cc1 (stereo unspecified),-2%,-10%,5,-27%,-2.9,0.2,-11%,7%
COC(=O)c1c(-c2ccccc2)nn(-c2ccccc2)c1C(=O)OC,-6%,8%,1,2%,-0.3,-2.4,-8%,-13%
CC(C)Cn1cc(C(=O)NCCCOC(C)C)c2c3ccccc3n(C)c2c1=O,-7%,-6%,-4,-7%,-3.7,1.8,5%,5%
C[C@H]1COC(=O)[C@@H](Cc2ccc(F)cc2)C/C=C\C[C@@H](CC(=O)NCCO)C(=O)N1,5%,1%,1,-10%,-0.3,2.5,-5%,2%
CC(=O)c1cccc(NC(=O)CN(c2cccc(F)c2)S(C)(=O)=O)c1,-39%[57.1 µM],-8%,1,-8%,-3.3,-6.6,-12%,-4%
O=c1[nH]c(/C=C\c2ccc(O)c(O)c2)nc(O)c1[N+](=O)[O-],?,2%,-80*,-6%,-2.3,-0.2,2%,-19%
CN(c1ccccc1)S(=O)(=O)c1cccc(NC(=O)Cn2cnc3c2c(=O)n(C)c(=O)n3C)c1,-5%,-7%,-5,-4%,0.3,0.6,3%,-11%
Cc1ccccc1C(=O)Nc1ccccc1,-3%,8%,7,-2%,0.0,0.7,5%,0%
